Compound activity from PubChem.
A3A deaminase: APOBEC3A ssDNA deaminase inhibitors, primary screen, selectivity assay for APOBEC3G inhibitor project, biochemical, FAM/TAMRA oligo cleavage fluorescence; DNA dC->dU-editing enzyme APOBEC-3A (Homo sapiens), P31941; recombinant A3A, FAM/TAMRA ssDNA deamination fluorescence; inhibition, % at 20 µM; 330,000 compounds, 0.41% hits; AID 493011, 2011;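 active = at least 40% inhibition at 20 µM here, with at most 30% in a related deaminase screen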;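 also: plate controls were A3A with DMSO for no effect and wells lacking A3A enzyme for full effect; some results filed as inactive read as strong as hits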
Target sequence (P31941 whole entry, looked up): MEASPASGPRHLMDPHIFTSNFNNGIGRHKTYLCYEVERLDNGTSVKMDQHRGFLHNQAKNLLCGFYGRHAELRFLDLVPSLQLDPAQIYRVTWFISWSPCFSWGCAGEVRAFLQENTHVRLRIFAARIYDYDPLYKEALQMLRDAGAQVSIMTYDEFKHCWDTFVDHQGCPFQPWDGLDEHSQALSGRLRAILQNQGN
NALP3 yeast inh: NALP3 inflammasome inhibitors in reconstituted yeast, primary screen, luminescence, uHTS. Yeast reconstituted NLRP3/ASC/caspase-1, beta-gal luminescence, 24 h. 330,000 compounds, 0.39% hits. AID 2825, 2010. inhibition, % at 10 µM;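 active = inhibition of 50% or more; inactive = inhibition below 50%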;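 also: plate controls were induced DMSO wells for no effect and uninduced yeast grown without galactose for full effect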
mIAP activ: activators of mouse IAP, primary screen, biochemical, luminescence, uHTS. 330,000 compounds, 0.24% hits. activation factor at 10 µM. muIAP, CDP-Star luminescence, 30 min; active compounds read high; 1 = vehicle-only enzyme signal, 0 = enzyme-free wells. intestinal alkaline phosphatase [Mus musculus];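 active = activation factor of at least 2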; also: the source names both 10 and 20 µM as test concentration; values of inactives mirror those of a sister screen read the other way
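Assay system: mouse IAP enzyme; reagent: chemiluminescent substrate CDP-Star; dosing: test compounds delivered from DMSO solution; schedule: 30 min at room temperature; measured by: luminescence from enzymatic CDP-Star hydrolysis; controls: DMSO-only wells and no-enzyme negative control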
mIAP block: inhibitors of mouse IAP, primary screen, biochemical, luminescence, uHTS; intestinal alkaline phosphatase [Mus musculus]; 330,000 compounds, 0.2% hits; inhibition, % at 10 µM; purified mouse IAP, CDP-Star luminescence, 30 min;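 active = inhibition of at least 40% at 10 µM in the primary screen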;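 also: plate controls were DMSO with enzyme for no effect and no enzyme wells for full effect; values of inactives mirror those of a sister screen read the other way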
SENP1 FRET inh: human SENP1 catalytic domain inhibitors, primary screen, biochemical, FRET, uHTS. Sentrin-specific protease 1 (Homo sapiens), Q9P0U3. inhibition, % at 10 µM. 360,000 compounds, 0.21% hits. recombinant SENP1 catalytic domain, CyPet-SUMO1-YPet FRET cleavage. AID 624204, 2012;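 active = inhibition at least 30% at 10 µM, raw YFP signal under a set limit, fluorescence ratio 0.5 to 1.5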;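 also: 0% = enzyme with DMSO and 100% = no enzyme wells; some results filed as inactive read as strong as hits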
Target sequence (Q9P0U3 419-644 limits assumed): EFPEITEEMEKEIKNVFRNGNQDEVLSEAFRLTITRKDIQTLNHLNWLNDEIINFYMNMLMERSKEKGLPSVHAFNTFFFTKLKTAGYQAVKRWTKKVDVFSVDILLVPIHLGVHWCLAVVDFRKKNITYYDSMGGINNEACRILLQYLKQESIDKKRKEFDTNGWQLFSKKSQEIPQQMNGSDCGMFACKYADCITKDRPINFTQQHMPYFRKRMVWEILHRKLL
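Material: hSENP1 catalytic domain, recombinant; medium: Tris pH 8 with BME, BSA, NP40 and catalase; compound: single concentration of 10 µM compound, 0.5% DMSO final; technique: FRET read of cyan and yellow fluorescence; timing: 50 min enzyme reaction, room temperature, light-protected; reagent: SFCypet-SUMO1-SFYpet substrate at 25 nM; control set: no-enzyme low, enzyme-DMSO high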
hIAP act: human IAP activators, primary screen, biochemical, luminescence, uHTS; Intestinal-type alkaline phosphatase (Homo sapiens), P09923; purified human IAP, CDP-Star luminescence, 30 min; active compounds read high; 1 = vehicle-only enzyme, 0 = enzyme-free background; activation factor at 10 µM; 330,000 compounds, 0.16% hits;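 active = activation factor of the enzyme at least 2-fold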; also: the source names both 10 and 20 µM as test concentration; values of inactives mirror those of a sister screen read the other way
Target sequence (P09923 whole entry, looked up): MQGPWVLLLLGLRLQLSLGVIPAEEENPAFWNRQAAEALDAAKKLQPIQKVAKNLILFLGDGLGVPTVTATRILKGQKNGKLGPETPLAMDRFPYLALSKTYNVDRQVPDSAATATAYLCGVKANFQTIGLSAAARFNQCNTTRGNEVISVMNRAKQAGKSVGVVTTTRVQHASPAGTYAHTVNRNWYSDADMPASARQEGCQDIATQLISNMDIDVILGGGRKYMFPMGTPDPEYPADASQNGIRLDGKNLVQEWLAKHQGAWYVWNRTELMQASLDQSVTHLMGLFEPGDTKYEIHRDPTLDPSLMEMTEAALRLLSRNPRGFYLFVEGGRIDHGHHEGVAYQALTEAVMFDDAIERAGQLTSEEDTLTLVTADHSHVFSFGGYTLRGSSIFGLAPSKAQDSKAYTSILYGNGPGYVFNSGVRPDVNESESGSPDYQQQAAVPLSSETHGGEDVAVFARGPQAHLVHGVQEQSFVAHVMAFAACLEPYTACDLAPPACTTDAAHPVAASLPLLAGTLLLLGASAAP
beta cell repl: inducers of MIN6 beta-cell proliferation, primary screen, ATP luminescence, uHTS | MIN6 cells proliferation, ATPlite luminescence, 48 h; cells starved in 0.2% serum; 100% = growth in 10% serum | proliferation, % at 10 µM | 330,000 compounds, 0.29% hits | AID 2380, 2010;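 active = compounds whose signal lies at least 3.5 SD above the mean of all wells on their plate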;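 also: 0% = DMSO-treated cells in low-serum medium and 100% = 10% serum control; some compounds called inactive have numbers as strong as hits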
hIAP inh: human IAP inhibitors, primary screen, biochemical, luminescence, uHTS | purified IAP, CDP-Star luminescence, 30 min | inhibition, % at 10 µM | 330,000 compounds, 0.12% hits | AID 2544, 2010;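 active = inhibition reaching a set limit with compound at 10 µM in the primary screen, cut at about 35% in these data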;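 also: plate controls were DMSO wells with enzyme for no effect and no-enzyme buffer wells for full effect; values of inactives mirror those of a sister screen read the other way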
A3G deaminase: APOBEC3G DNA deaminase inhibitors, primary screen, biochemical, fluorescence, single-stranded DNA substrate, uHTS; DNA dC->dU-editing enzyme APOBEC-3G (Homo sapiens), Q9HC16; 330,000 compounds, 0.28% hits; inhibition, % at 20 µM; recombinant A3G, ssDNA deamination FAM/TAMRA fluorescence;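 active = inhibition of at least 40% at 20 µM, with no more than 30% in the related APOBEC3A deaminase screen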;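 also: plate controls were DMSO wells with A3G for no effect and wells lacking A3G enzyme for full effect; some compounds called inactive have numbers as strong as hits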
Starred values were filed as active, the others as inactive; . = not tested or not shown. A portion of the library; the hit share may differ from the screen's.

Results follow in this order: A3A deaminase	NALP3 yeast inh	mIAP activ	mIAP block	SENP1 FRET inh	hIAP act	beta cell repl	hIAP inh	A3G deaminase
> C/C(=C\c1ccccc1)C(=O)Nc1ccc(Cl)cn1
    -2	-4	1.1	-6	1	1	-5	-1	-5
> CC(=O)OCC1OC(n2cc(F)c(=O)[nH]c2=O)C(OC(C)=O)C1OC(C)=O (configuration not stated)
    -3	-8	0.92	8	1	1.1	0	-6	-6
> CC(C)(C)NC(=O)c1ccc(Cn2cc(C(F)(F)F)ccc2=O)cc1
    -2	-5	1	-4	-2	1.2	-3	-19	-8
> CC(C)NC(=O)Cc1ccc(Br)cc1
    -1	-6	1.1	-9	1	0.87	-2	13	-1
> S=C(NCc1ccc(Cl)c(Cl)c1)Nc1ccc2c(c1)OCO2
    1	19	1.4	-39	0	1.1	0	-14	-1
> O=C(OC(C(=O)NC1CCCC1)c1ccc(F)cc1)c1ccno1 (configuration not stated)
    -1	-2	0.94	6	1	0.91	3	9	-4
> COc1ccc(CCNC(=O)CCNC(=O)c2ccc(Cl)cc2)cc1OC
    3	18	0.98	2	1	1	1	-1	2
> Cc1ccc(OCc2cc(C(=O)N3CCN(C4CCCC4)CC3)no2)cc1C
    2	30	1.1	-12	0	0.87	-1	13	4
> CCc1cccc(OCC(=O)Nc2ccccc2N2CCCC2)c1
    -2	19	0.96	4	-3	0.91	1	9	-3
> CCOC(=O)C(Cc1c(F)cccc1Cl)c1ccno1 (configuration not stated)
    -5	4	1	-1	-1	1	2	-2	-13
> CCOC(=O)c1ccc2[nH]c3c(c2c1)CCCCC3=O
    3	-25	0.9	10	-22	0.91	-2	9	0
> O=C(CNCc1cccs1)NC12CC3CC(CC(C3)C1)C2
    0	15	0.95	5	1	1.1	-2	-6	-2
> CC(C(=O)Nc1ccc(C#N)cc1)N(C)Cc1cccs1 (configuration not stated)
    -4	15	1	-1	0	0.97	-2	3	-4
> Cc1nc(SCC(=O)c2ccccc2)c([N+](=O)[O-])[nH]1
    -5	0	1	-3	2	1.1	1	-8	-7
> CC(SCc1ccccc1)C(=O)Nc1ccc2c(c1)OCO2 (configuration not stated)
    2	26	1	0	0	1.1	-4	-5	1
> COc1ccccc1NC(=O)N1CCCC1C(=O)NCC1CCCO1 (configuration not stated)
    1	1	0.94	6	0	0.9	0	10	-1
> CCOC(=O)CN(C#N)c1nc(C)cc(C)n1
    1	-4	0.94	6	0	0.91	-1	9	-7
> CC1=NNC(=O)C1CCC(=O)N/N=C(/C)c1ccc([N+](=O)[O-])cc1 (configuration not stated)
    -2	14	0.97	3	1	0.99	0	1	-1
> O=C1CCC(C(=O)N(Cc2cccs2)C2(C(=O)NC3CCCCC3)CCCCC2)N1 (configuration not stated)
    -6	1	1.1	-10	2	0.95	-2	5	-6
> Cc1ccn2c(=O)nc(SCC(=O)N3CCC(Cc4ccccc4)CC3)nc2c1
    2	17	1	-3	-45	1	1	-2	1
> CC1(C)Cc2cccc(OCC(=O)OCC(=O)Nc3ccccc3)c2O1
    3	23	0.96	4	1	1.1	-1	-8	-1
> COc1cc(/C=C(\C#N)c2nc3c(s2)CC(C)CC3)ccc1O (configuration not stated)
    -25	25	0.8	20	-26	1	-5	-2	-43
> Cc1cccc(OCC(=O)NCCCNC(=O)c2cnccn2)c1
    -3	22	0.99	1	-1	0.95	-1	5	-9
> C=CCc1cccc(/C=N/n2c(C)nnc2C)c1O
    4	23	1	-3	7	1.1	-1	-13	-3
> Cc1cc(C(=O)CSc2cccc[n+]2[O-])c(C)n1-c1ccc(Br)cc1
    -7	5	1	-4	.	1.1	-3	-13	-10
> COc1ccc(CCNC(=O)CSc2nc(-c3ccc(OC)c(OC)c3)ccc2C#N)cc1
    6	15	1.1	-6	-11	0.84	1	16	-3
> CCOc1ccc(Br)cc1S(=O)(=O)N1CC(C)OC(C)C1 (configuration not stated)
    -4	2	0.9	10	1	0.97	-1	2	-7
> O=C(COC(=O)c1ccc(CSc2ccc(Cl)cc2)cc1)Nc1ccccc1
    4	8	0.94	6	0	0.95	-1	5	0
> CCOCC(=O)Nc1ccc([N+](=O)[O-])cc1Cl
    1	5	1.1	-10	1	1	-1	-1	-7
> Cn1c(/C=C/c2ccccc2[N+](=O)[O-])nc2ccccc2c1=O
    -2	24	0.89	11	0	0.83	3	17	-3

Carrying on:
Results follow in this order: A3A deaminase	NALP3 yeast inh	mIAP activ	mIAP block	SENP1 FRET inh	hIAP act	beta cell repl	hIAP inh	A3G deaminase
> Cc1ccc(C)c(NC(=S)NNC(=O)c2csc3c2CCCC3)c1
    2	4	0.98	2	4	0.91	-2	9	-4
> CCn1c(SCC(=O)c2cc(C)n(-c3ccc(C(=O)OC)cc3)c2C)nnc1-c1cccnc1
    -2	23	0.9	10	-1	0.89	-5	11	-1
> COC(=O)c1ccccc1NC(=O)Cn1cnc2c1c(=O)n(C)c(=O)n2C
    1	6	1.1	-6	-1	0.93	-1	7	-6
> COC(=O)CCCNS(=O)(=O)c1ccc2ccccc2c1
    -4	17	1	-4	1	1.1	-3	-7	-5
> C[C@@H]1NC(=O)c2cc([N+](=O)[O-])cc(I)c2NCCCC[C@@H](C(N)=O)NC(=O)[C@H](CCC(=O)O)NC1=O
    11	10	0.9	10	2	0.93	-4	7	-2
> CC1CCCN(CCCNC(=O)c2ccc(N3CCCC3=O)cc2)C1 (configuration not stated)
    -3	8	0.93	7	0	1.1	-1	-10	-4
> COc1ccccc1-n1c(SC)nc2c(sc(=S)n2-c2ccccc2)c1=O
    -3	4	0.91	9	0	0.87	0	13	-7
> O=C(CC1SC(N2CCCCC2)=NC1=O)Nc1ccc(C(=O)Nc2ccccc2)cc1 (configuration not stated)
    2	8	1	-4	0	0.94	-1	6	-1
> O=C(NCCCNC(=O)c1ccccn1)c1ccc(Cl)cc1
    -2	2	1	0	-1	1.1	4	-5	-10
> O=C1CCCCN1CCC(=O)N1CCCC(N2CCN(c3cccc(Cl)c3)CC2)C1 (configuration not stated)
    1	10	1.1	-5	-1	1.2	2	-18	-3
> COc1ccc(Cc2nc3ccc(C(=O)NCC4CCOCC4)cc3o2)cc1OC
    1	18	0.95	5	-2	1	3	-2	-2
> C=CCN(CC=C)C(=O)c1ccc(OC2CCN(S(=O)(=O)N(C)C)CC2)cc1
    -3	4	1.1	-5	0	1.1	0	-10	-7
> CCOc1ccccc1C(=O)Nc1ccc(C(=O)c2ccccc2)cc1
    1	20	0.93	7	0	0.88	-4	12	2
> COc1ccccc1N(CC(=O)N/N=C(\C)c1ccccc1O)S(=O)(=O)c1ccc(C)cc1
    -5	14	0.99	1	-8	1.5	-4	-47	-4
> N#Cc1ccc(NC(=O)CN2CCN(c3ccccn3)CC2)cc1
    -6	-2	1	0	5	1	-2	-2	-5
> CCCCN(CC)CCNC(=O)C1CCCN(S(=O)(=O)c2cccc3nsnc23)C1 (configuration not stated)
    -3	0	1	-1	1	1.3	2	-26	-5
> CC(=O)Nc1ccc(N2C(=O)CSC2c2cccc([N+](=O)[O-])c2)cc1 (configuration not stated)
    -1	12	0.99	1	3	0.98	-2	2	-7
> COc1cc(C(C)=O)ccc1COc1ccc(C(=O)O)cc1OC
    -4	-2	1	0	-3	1.1	-2	-11	-6
> Cc1ccccc1NC1=NC(=S)N(CC(N)=O)C12CCOC(C)(C)C2 (configuration not stated)
    0	3	1	0	-2	1.1	-2	-6	-1
> O=C(c1cc2ccccc2oc1=O)N1CCSC1c1ccco1 (configuration not stated)
    -1	-3	0.98	2	-3	1.1	1	-9	-2
> COC(=O)c1ccsc1NC(=O)C1COc2ccccc2O1 (configuration not stated)
    -2	43	1.1	-9	1	0.86	-3	14	-6
> C=CCn1c(SCC(=O)O)nnc1-c1cccs1
    -6	-5	1.1	-10	0	1.1	-1	-12	-9
> CNC(=O)c1c(NC(=O)c2nc3ccccc3s2)sc2c1CCC2
    -3	25	0.84	16	4	1	0	-2	-7
> CN(C)c1cc[n+](CC(=O)Nc2ccccc2C(F)(F)F)cc1
    -3	21	0.92	8	1	1.1	-1	-8	-8
> O=C(C1CC1)N1N=C(c2ccc(Br)cc2)CC1(O)C(F)(F)F (configuration not stated)
    -1	-13	0.95	5	1	0.89	2	11	-7
> O=C1NC2(CCCc3ccccc32)C(=O)N1Cc1nnc(-c2ccccc2Br)o1 (configuration not stated)
    -1	2	0.9	10	0	0.87	-3	13	-4
> CCN(CC)CCNC(=O)C1CCC(=O)N(c2ccc(OC)cc2)C1c1ccc(F)cc1 (configuration not stated)
    1	1	0.93	7	1	0.88	0	12	0
> O=C1CCCC2=C1C(c1ccc(O)c(O)c1)Nc1ccc3ccccc3c12 (configuration not stated)
    0	14	0.87	13	-5	0.9	-6	10	-2
> CCN1C(=NCc2cc(OC)c(OC)c(OC)c2)N[C@@H](c2cccc(C(F)(F)F)c2)C(C(=O)OC)=C1C
    5	15	1	-2	-24	1	-3	-4	-3
> COc1cccc(N2CCN(C(=O)CN(C)S(=O)(=O)c3ccc4c(c3)c(=O)n(C)c(=O)n4C)CC2)c1
    -1	8	0.93	7	0	0.81	-1	19	0

(list continues)
Results follow in this order: A3A deaminase	NALP3 yeast inh	mIAP activ	mIAP block	SENP1 FRET inh	hIAP act	beta cell repl	hIAP inh	A3G deaminase
> COc1ccccc1C(CNC(=O)c1ccc(NS(=O)(=O)c2ccc3c(c2)OCCO3)cc1)N(C)C (configuration not stated)
    -1	13	1.1	-6	2	0.96	5	4	2
> O=C(OCC(=O)N1CCN(S(=O)(=O)c2ccc(Cl)cc2)CC1)c1cccc(OC(F)F)c1
    2	22	0.96	4	0	1.1	2	-10	-10
> O=C(Nc1cccc(Cl)c1)Nc1ccnc(-c2cccnc2)n1
    -1	27	1.2	-17	0	1.1	11*	-6	-2
> CCn1c(COc2ccc(=O)n(-c3ccccc3)n2)nnc1SCc1ccccc1C
    -3	18	0.95	5	-1	0.89	-2	11	-5
> CCOc1ccccc1NC(=O)CSc1nncc2ccccc12
    -2	14	1	-2	1	1.1	0	-11	-1
> O=C(O)c1ccccc1N1C(=O)C2C3CCC(C3)C2C1=O (configuration not stated)
    -2	4	1.1	-8	0	0.97	2	3	-3
